High-throughput results as filed in PubChem.
RGS7-Gao: human RGS7-Galphao interaction regulation. binding response (% of control), % at 10 µM. P09471. 220,000 tested, 0.35% active. Multiplexed bead flow cytometry, RGS7-Galphao binding; actives lie on both sides; in the data active = binding response below about 49% or above about 150%; inconclusive = no clear call, values can overlap the other calls; inactive = in between;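 note: fluorescent Galphao held in activated GDP-AlF4 state binding bead-coupled RGS7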
RGS8-Gao: modulates binding of RGS8 to human Galphao; P09471; multiplexed bead flow cytometry; actives lie on both sides; response (percent of control binding), % at 10 µM; 220,000 tested, 0.34% active; AID 1423; in the data active = response below about 60% or above about 140%; inactive = in between;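 note: Galphao activated as the GDP aluminium fluoride complex binding bead-coupled RGS8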
Mcl-1 Bim block: disrupts Bim peptide binding to human Mcl-1 | Q07820 | Bead-based flow cytometry, Bim peptide-Mcl-1 binding | inhibition, % at 10 µM | 190,000 tested, 0.1% active;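 note: 0% = no compound tracer wells and 100% = peptide blocker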
Bcl-B Bim block: disrupts Bim peptide binding to human Bcl-B; Q9HD36; 190,000 tested, 0.073% active; AID 951; bead-based flow cytometry; inhibition, % at 10 µM;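 note: 0% = tracer peptide without compound and 100% = reference inhibitor peptide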
Target sequence (Q9HD36 whole entry, looked up): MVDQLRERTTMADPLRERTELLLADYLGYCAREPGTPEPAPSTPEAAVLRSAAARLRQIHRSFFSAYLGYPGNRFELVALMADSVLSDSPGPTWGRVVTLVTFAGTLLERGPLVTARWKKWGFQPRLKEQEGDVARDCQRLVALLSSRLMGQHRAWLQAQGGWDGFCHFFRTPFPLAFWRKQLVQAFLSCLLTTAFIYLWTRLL
ABCG2 inh: human ABCG2 inhibition, ABCB1 as counter-screen; 190,000 tested, 0.1% active; inhibition, % at 6.6 µM; AID 1325; Q9UNQ0; IgMXP3 cells, JC-1 efflux, flow cytometry;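 active = inhibition above 80%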;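 note: 0% = DMSO and 100% = nicardipine control wells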
Target sequence (Q9UNQ0 whole entry, looked up): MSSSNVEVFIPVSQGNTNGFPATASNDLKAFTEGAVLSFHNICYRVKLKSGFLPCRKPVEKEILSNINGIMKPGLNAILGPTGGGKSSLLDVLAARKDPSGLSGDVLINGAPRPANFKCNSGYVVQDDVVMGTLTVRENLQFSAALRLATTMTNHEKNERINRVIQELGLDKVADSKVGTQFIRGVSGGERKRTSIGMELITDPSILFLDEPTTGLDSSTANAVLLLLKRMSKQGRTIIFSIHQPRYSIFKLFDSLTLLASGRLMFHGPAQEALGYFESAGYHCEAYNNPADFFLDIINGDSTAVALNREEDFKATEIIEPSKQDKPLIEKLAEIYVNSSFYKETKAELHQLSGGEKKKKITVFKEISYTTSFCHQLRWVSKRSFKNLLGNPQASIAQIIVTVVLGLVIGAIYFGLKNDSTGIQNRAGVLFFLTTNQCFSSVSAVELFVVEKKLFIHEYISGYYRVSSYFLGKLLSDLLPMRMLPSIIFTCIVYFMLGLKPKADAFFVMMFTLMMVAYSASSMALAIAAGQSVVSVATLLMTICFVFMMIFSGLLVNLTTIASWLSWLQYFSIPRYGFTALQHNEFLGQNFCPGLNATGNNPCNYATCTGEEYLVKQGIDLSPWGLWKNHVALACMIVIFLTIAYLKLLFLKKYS
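Times: 10 min at 25 °C | Test system: Two drug-resistant human cell lines, ABCG2 and ABCB1 | Quantity: 3 million cells/mL final, two lines in 1:1 ratio | Signal: Flow cytometry, 530 nm JC-1 signal | Dosing: Compound at 6.6 µM | Controls: Nicardipine and DMSO wells | Reagent: JC-1 as fluorescent efflux pump substrate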
Bcl-2 Bim block: disrupts Bim peptide binding to human Bcl-2; Bead-based flow cytometry, Bim peptide-Bcl-2 binding; inhibition, % at 10 µM; P10415; 190,000 tested, 0.06% active; in the data active = inhibition above about 40%; inconclusive = no clear call, values can overlap the other calls;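 note: 0% = no compound wells with probe peptide and 100% = reference peptide inhibitor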
Bfl-1 Bim block: disrupts Bim binding to human Bfl-1; 190,000 tested, 0.12% active; inhibition, % at 10 µM; Bead-based flow cytometry, Bim-Bfl-1 binding inhibition; Q16548;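 note: 0% = wells without compound plus tracer and 100% = blocker peptide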
Bcl-W Bim block: inhibitors of Bim-Bcl-W interaction, human. bead-based flow cytometry, Bim peptide-Bcl-W binding. inhibition, % at 10 µM. 190,000 tested, 0.02% active;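 note: 0% = bound tracer without compound and 100% = peptide blocker; higher means less fluorescent Bim peptide bound to Bcl-W beads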
Target sequence (Q92843 whole entry, looked up): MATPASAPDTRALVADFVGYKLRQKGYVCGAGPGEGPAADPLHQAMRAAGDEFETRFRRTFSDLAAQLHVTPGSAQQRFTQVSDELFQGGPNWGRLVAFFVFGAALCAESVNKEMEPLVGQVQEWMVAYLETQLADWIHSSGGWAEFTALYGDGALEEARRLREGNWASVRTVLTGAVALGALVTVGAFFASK
ABCB1 block: inhibitors of human ABCB1 transporter, ABCG2 counter-screen; P08183; CCRF-Adr cells, JC-1 efflux, flow cytometry; inhibition, % at 6.6 µM; 190,000 tested, 0.067% active; AID 1326; in the data active = inhibition above about 40%;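 note: 0% = vehicle and 100% = reference inhibitor; higher value means more JC-1 retained so stronger ABCB1 efflux block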
Bim-Bcl-XL: disrupts Bim peptide binding to human Bcl-XL. Q07817. bead flow cytometry, fluorescence. inhibition, % at 10 µM. 190,000 tested, 0.04% active
RGS4-Gao reg: human RGS4-Galphao interaction regulation. 220,000 tested, 0.33% active. binding response (% of control), % at 10 µM. Multiplexed bead flow cytometry, RGS4-Galphao binding; actives lie on both sides; in the data active = binding response below about 49% or above about 150%; inactive = in between;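 note: fluorescent Galphao activated with aluminum fluoride binding bead-coupled RGS4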
* hit, by the source's call; ? = inconclusive. Cut-off read from the data, not from the text of the source, unless noted: active = inhibition above about 40%.

structure	RGS7-Gao	RGS8-Gao	Mcl-1 Bim block	Bcl-B Bim block	ABCG2 inh	Bcl-2 Bim block	Bfl-1 Bim block	Bcl-W Bim block	ABCB1 block	Bim-Bcl-XL	RGS4-Gao reg
CCOc1ccccc1CN1CCN(S(=O)(=O)CC)CC1	102	100	2	-4	1	-3	-17	0	0.2	-3	98
Cc1[nH]n(-c2ccccc2)c(=O)c1C(=O)c1ccc([N+](=O)[O-])cc1	102	107	0	-1	6	1	-3	0	0.5	-1	99
COc1ccccc1OCCn1c(=O)oc2ccc(C)cc21	99	100	-4	-3	1	-3	-7	-2	0.5	-3	102
CCn1nc(C)c(CNC(=O)CCc2nnc(-c3ccc(C(C)=O)s3)o2)c1C	102	101	0	-2	0	-1	-6	0	-0.1	2	102
CC(C)CCN1CCN(Cc2ccc(Sc3nncn3C)o2)CC1CCO (stereo unspecified)	106	111	0	-1	0	-2	-1	-5	-0.1	-3	107
C=CCN1C(=O)C(O)(CC(=O)c2ccc(OC)cc2OC)c2cc(Br)ccc21 (stereo unspecified)	103	104	-2	-11	5	-11	-10	-1	1.4	-4	104
CC(C)C1Oc2cc3oc(=O)ccc3cc2C1=O (stereo unspecified)	50	57*	0	-1	0	0	-3	0	-0.3	-3	56
CCOc1ccc(Nc2cc(=O)n(C)c(=O)n2C)cc1	111	104	0	0	3	0	-7	3	0.6	2	111
O=C(CCC(=O)OCCCC(F)(F)C(F)(F)F)Nc1ccc(Cl)cc1Cl	117	99	0	-8	0	-7	-12	-1	0.1	-5	112
Cc1cccc(C(=O)N2CCCCCC2)c1[N+](=O)[O-]	103	103	-1	0	-2	0	1	0	-0.3	0	103

2 of the compounds above, with each value named:
> CCOc1ccc(Nc2cc(=O)n(C)c(=O)n2C)cc1
  RGS7-Gao = 111
  RGS8-Gao = 104
  Mcl-1 Bim block = 0
  Bcl-B Bim block = 0
  ABCG2 inh = 3
  Bcl-2 Bim block = 0
  Bfl-1 Bim block = -7
  Bcl-W Bim block = 3
  ABCB1 block = 0.6
  Bim-Bcl-XL = 2
  RGS4-Gao reg = 111

> O=C(CCC(=O)OCCCC(F)(F)C(F)(F)F)Nc1ccc(Cl)cc1Cl
  RGS7-Gao = 117
  RGS8-Gao = 99
  Mcl-1 Bim block = 0
  Bcl-B Bim block = -8
  ABCG2 inh = 0
  Bcl-2 Bim block = -7
  Bfl-1 Bim block = -12
  Bcl-W Bim block = -1
  ABCB1 block = 0.1
  Bim-Bcl-XL = -5
  RGS4-Gao reg = 112

Following part:
structure	RGS7-Gao	RGS8-Gao	Mcl-1 Bim block	Bcl-B Bim block	ABCG2 inh	Bcl-2 Bim block	Bfl-1 Bim block	Bcl-W Bim block	ABCB1 block	Bim-Bcl-XL	RGS4-Gao reg
COCC(=O)N(c1ccccc1)C(C)C(=O)OC (stereo unspecified)	103	105	-3	-2	7	-3	-5	0	1.0	-1	102
Cc1cc(=O)n(CCc2ccccc2)c(O)c1C#N	101	102	-2	-2	-3	0	0	-2	-1.7	-7	104
O=C(O)Cc1cc(I)c(Oc2ccc(O)c(I)c2)c(I)c1	101	103	-4	-5	-1	2	1	-1	-0.2	-1	104
COCCOC(=O)C1=C(C)NC(=O)NC1c1ccc(OC(=O)c2ccco2)c(OC)c1 (stereo unspecified)	90	102	5	6	1	4	2	4	0.1	3	100
CCCC(=O)C1C(=O)CC(C)(C)C(c2cc(C)no2)C1=O (stereo unspecified)	100	94	-2	-6	0	-6	-12	1	-0.1	3	100
C=CCN1C(c2cccc(C(F)(F)F)c2)=CS/C1=C(/C#N)c1nnc(N2CCOCC2)n1-c1ccccc1	100	101	-8	-13	-1	-6	-1	-6	0.2	-7	101
C/C(CCN1CCCCc2nc(C)c(C)cc21)=N\OC[C@@H](O)[C@H]1O[C@@H]2OC(C)(C)O[C@@H]2[C@H]1O	103	108	-1	-4	4	1	0	0	0.4	1	100
CCN(CC)c1ncnc2c1sc1nc(C)cc(C)c12	100	101	0	1	7	0	-2	0	1.8	2	102
CC1CCN(C(=O)CSc2ccc(-c3ccccc3)nn2)CC1	94	103	0	-1	4	-2	-6	0	0.8	0	96
O=C(NCc1ccco1)c1ccc(C(F)(F)F)cc1	106	101	2	0	1	0	0	0	-0.1	0	101
C/C(=N\NC(=O)Cc1c(C)[nH][nH]c1=O)c1ccc2ccccc2c1	101	101	-5	-9	1	-9	-8	-2	1.0	-5	100
Cc1cccc(C)c1OCCOCCN1CCN(C)CC1	103	99	-7	-9	3	-8	-15	-6	-0.4	-9	104
CCN(CC)C(=O)C1CCCN(C(=O)Nc2ccccc2)C1 (stereo unspecified)	98	101	-5	-14	-3	-7	-17	-1	0.8	-8	101
CCOc1ccc(C(NC(C)=O)c2ccc(OC)c(OC)c2)cc1 (stereo unspecified)	99	102	-1	1	-1	-2	-4	-4	-0.1	-3	102
CCOc1ccc(-n2c(COc3ccc(C)cc3)nnc2SCC(N)=O)cc1	98	92	-4	-6	3	-7	-1	-6	0.0	-5	90
COc1ccc(-c2csc(-c3cc4ccccc4oc3=N)n2)cc1	107	108	1	-30	-8	11	2	-4	-1.5	5	104
CC(C)OC(=O)CC(=O)CSc1nc2c(cc1C#N)CCCC2	100	99	0	-7	5	-6	-15	-1	0.2	-8	96
Cn1c(=O)c2c(nc(SCC(=O)NCc3ccco3)n2C)n(C)c1=O	98	101	0	-4	3	-5	-5	3	0.9	-1	101
CCN(c1ccccc1)c1cc(C)nc2nc(C)nn12	93	94	0	-7	3	-6	-9	-2	0.9	-5	94
Cc1ccc(NC(=O)CNC2CCS(=O)(=O)C2)cc1C (stereo unspecified)	93	97	-1	-2	0	0	0	2	0.2	1	95
Cc1ccc(CN2CCN(Cc3cn(C)nc3-c3ccccc3)CC2CCO)o1 (stereo unspecified)	100	100	1	-1	0	-2	-7	-5	1.6	-4	99
COc1ccc(C(=O)/C=C/Nc2cccc(C)n2)cc1OC	98	100	3	2	6	-1	0	0	1.2	1	98
COc1ccccc1N1CCN(C(=O)Cn2nc3n(C)c4ccccc4n3c(=O)c2=O)CC1	100	94	-1	-2	-1	1	5	11	-0.7	5	97
COc1ccc(S(=O)(=O)Nc2ccc(C)cc2)cc1N(C)S(=O)(=O)c1ccc(Cl)cc1	96	84	-5	-4	1	-4	0	0	1.0	-4	95
Cc1ccc(NC(=O)COc2ccc(Br)cc2CO)cc1	101	100	-5	-12	49	-13	-19	-3	0.3	-7	101
C=CCn1c(SCC(=O)NC(N)=O)nnc1-c1cc2c(s1)CCC(CC)C2 (stereo unspecified)	101	100	-3	-12	15	-6	-8	-5	0.8	-3	100
C=CCn1c(=O)c2ccc(C(=O)NCc3ccccc3)cc2n(Cc2ccc(C)cc2)c1=O	98	97	-1	-7	1	0	-1	-5	0.1	-4	98
Brc1cccc(-c2nnc(SCc3ccon3)n2-c2ccccc2)c1	100	100	0	-8	11	-8	-4	-4	1.6	-5	102
Cc1cc(C(C)(C)C)oc1C(=O)N(CC(=O)NC1CCCC1)c1ccc(F)cc1	98	102	0	-2	1	-2	-1	0	0.4	0	99
CN(C)CCNC(C(=O)Nc1cccc(C(F)(F)F)c1)c1ccccc1 (stereo unspecified)	104	99	-1	-2	2	-4	-5	1	0.6	-2	99
Cc1ccsc1C(=O)OCc1nc2ccccc2c(=O)[nH]1	101	102	1	-6	12	-8	-16	3	0.1	0	104
O=C(CCCCCNC(=O)c1ccccc1)N/N=C/c1ccccc1O	80	89	-3	0	28	-3	-4	-3	2.3	-2	83
COC(=O)c1ccccc1NC(=S)NC(NC(=O)c1ccccc1[N+](=O)[O-])C(Cl)(Cl)Cl (stereo unspecified)	98	99	-5	-6	1	-1	-2	-3	0.2	-5	99
C#CCOCCOCCOCCNc1nc(N2CCN(C(=O)Cn3cc(CCCN=C(N)N)nn3)CC2)nc(N2CCN(C(=O)[C@H](C(C)C)n3cc(CCO)nn3)CC2)n1	98	101	-2	0	2	0	0	-1	-0.3	-1	99
O=C(Nc1nccs1)c1ccc2nccnc2c1	93	97	-2	-1	1	-2	-2	2	-0.1	0	99
O=c1cc(-c2ccccc2)c2c([nH]1)CCCC2	102	100	-3	-4	3	-4	-4	-3	0.4	-2	97
O=C(Nc1nnc(Cc2ccc(Cl)cc2)s1)c1cccnc1	102	101	1	-6	4	-2	-10	-2	0.8	-5	102
CC(=O)OC1=C(C#N)Cn2ccc3cccc1c32	124	108	-2	0	2	-3	0	0	-0.2	0	124
C/C(CC(=O)Nc1ccc2c(c1)OCO2)=N\NC(=O)OC(C)(C)C	102	104	3	-1	3	1	-4	2	0.0	0	100
O=C(Nc1ccc2nc3n(c(=O)c2c1)CCCC3)c1ccccc1[N+](=O)[O-]	99	97	4	2	17	1	1	0	0.6	2	99
CCC1=Nc2cc(C(=O)O)ccc2Sc2ccccc21	97	101	-1	-2	-2	-1	-4	-3	-0.1	-4	103
O=c1oc2ccccc2c2c1SC(C(F)(F)F)C2 (stereo unspecified)	101	101	-1	-5	3	-7	-12	2	0.3	-4	101
COC(=O)c1c(C(=O)OC)n(CCCN)c2ccc(C)cc12	96	100	1	-4	2	-7	-9	2	0.6	-1	101
CC1CCN(S(=O)(=O)c2ccc3[nH]c(=O)cc(C(=O)O)c3c2)CC1	100	99	-1	-9	4	-5	-13	0	1.0	-2	98
COC(=O)CC1=C(C(=O)OC)C(c2cccs2)C(C#N)=C(N)O1 (stereo unspecified)	102	99	2	-5	5	-9	-9	2	0.6	-3	95
Cc1ccc(S(=O)(=O)CCC(=O)OC(C)C(=O)c2c(C)[nH]c3ccccc23)cc1 (stereo unspecified)	103	106	-3	-8	12	-3	-1	-1	0.0	-3	101
COc1ccccc1NC(=O)C(C)Nc1ccc(C)c(Cl)c1 (stereo unspecified)	98	100	0	0	3	-2	-5	1	-0.8	0	98
CC(=O)Nc1cnn(Cc2ccc(Br)cc2)c1	96	82	-1	-4	1	0	-1	-2	0.0	-15	92
Cc1ccc2nc(SCC(=O)N3c4ccccc4CC3C)c(C)cc2c1 (stereo unspecified)	99	102	2	-2	5	-6	-12	5	1.0	6	101
Cc1c(Cl)c([N+](=O)[O-])nn1CC(=O)NC(C)C1CC2CCC1C2 (stereo unspecified)	100	97	0	-4	-3	0	0	1	-0.6	-2	99

Additional entries follow.
structure	RGS7-Gao	RGS8-Gao	Mcl-1 Bim block	Bcl-B Bim block	ABCG2 inh	Bcl-2 Bim block	Bfl-1 Bim block	Bcl-W Bim block	ABCB1 block	Bim-Bcl-XL	RGS4-Gao reg
COc1ccc(Cl)cc1S(=O)(=O)N1CCN(C)CC1	103	100	-1	-5	1	-3	-11	1	0.5	-1	101
Cc1ccc(N(CC(=O)Nc2cc(Cl)ccc2Oc2ccccc2)S(C)(=O)=O)c(C)c1	99	101	0	-1	3	-1	0	0	1.7	0	101
CSc1nnc(C)c(=O)n1COC(=O)COc1ccc(Cl)cc1	100	101	-3	-7	1	-5	-5	-2	0.2	-7	100
Cc1cc(NC(=O)COC(=O)c2ccccc2S(=O)(=O)N(C)c2ccccc2)no1	?	99	-1	-6	4	-1	-8	-1	1.8	-1	102
COc1ccc(Cl)cc1NC(=O)CN(C)C(C)C(=O)NCC1CCCCC1 (stereo unspecified)	102	102	-5	-2	17	0	5	-6	1.5	-7	99
Cc1ccc(C(=O)C(OC(=O)CNC(=O)c2ccc(Cl)cc2)c2ccccc2)cc1 (stereo unspecified)	96	100	-5	-5	4	0	-5	-3	0.8	-6	98
CN(CCO)C1=NS(=O)(=O)c2cc([N+](=O)[O-])ccc21	99	99	0	-7	2	-3	-6	0	0.4	-3	98
